# UBC9 SUMO inh: inhibitors of human SUMOylation (UBC9); P63279; HTRF SUMOylation assay, SAE1/SAE2 + UBC9, in vitro; inhibition, % at 35 µM; 0.36% of 290,000 active; AID 2006; in the data active = inhibition above about 50%, passing the limit was not always enough; note: strong numbers were not always called active
# Target sequence (P63279 whole entry, looked up): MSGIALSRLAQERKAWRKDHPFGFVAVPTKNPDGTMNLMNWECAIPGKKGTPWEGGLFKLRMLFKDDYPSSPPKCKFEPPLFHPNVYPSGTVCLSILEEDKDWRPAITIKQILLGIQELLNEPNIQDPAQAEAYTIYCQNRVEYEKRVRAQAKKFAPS
# DNA FID counter: displaces DNA intercalator in HCV helicase counter-screen | DNA fluorescent intercalator displacement, fluorescence | 0.17% of 290,000 active | inhibition, % at 7.9 µM; in the data active = inhibition above about 37%;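 note: 0% = vehicle and 100% = reference compound; higher means more ethidium bromide displaced from hairpin DNA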
# CRFBP-R2 agonist: CRF-BP/CRF-R2 complex agonism | 0.46% of 350,000 active | HEK293 CRF-R2/CRF-BP, calcium dye fluorescence (FLIPR); percent of saturating CRF peptide response | AID 588473 | activation, % at 13.2 µM;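 active = activation of at least 50%, plus an integration ratio under a set limit after plate pattern correction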;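 note: plate controls were neutral control wells without compound for no effect and CRF at EC100 for full effect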
# MEKK3 PB1 HTS: modulators (inhibitors or enhancers) of MEK5 binding to human MEKK3 PB1 domain; binding response (% of control), % at 10 µM; 1.4% of 290,000 active; AID 1529; bead-based flow cytometry, Alexa488-MEK5 binding to MEKK3; actives lie on both sides; 0 = blocked by unlabeled MEK5, 100 = vehicle; Q99759;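 active = binding response more than 3 SD above or below the average of its plate-row segment, actives on both sides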;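 note: Alexa488 bead fluorescence after subtracting the streptavidin-only scavenger bead signal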
# Target sequence (Q99759 whole entry, looked up, the tested form may be a part): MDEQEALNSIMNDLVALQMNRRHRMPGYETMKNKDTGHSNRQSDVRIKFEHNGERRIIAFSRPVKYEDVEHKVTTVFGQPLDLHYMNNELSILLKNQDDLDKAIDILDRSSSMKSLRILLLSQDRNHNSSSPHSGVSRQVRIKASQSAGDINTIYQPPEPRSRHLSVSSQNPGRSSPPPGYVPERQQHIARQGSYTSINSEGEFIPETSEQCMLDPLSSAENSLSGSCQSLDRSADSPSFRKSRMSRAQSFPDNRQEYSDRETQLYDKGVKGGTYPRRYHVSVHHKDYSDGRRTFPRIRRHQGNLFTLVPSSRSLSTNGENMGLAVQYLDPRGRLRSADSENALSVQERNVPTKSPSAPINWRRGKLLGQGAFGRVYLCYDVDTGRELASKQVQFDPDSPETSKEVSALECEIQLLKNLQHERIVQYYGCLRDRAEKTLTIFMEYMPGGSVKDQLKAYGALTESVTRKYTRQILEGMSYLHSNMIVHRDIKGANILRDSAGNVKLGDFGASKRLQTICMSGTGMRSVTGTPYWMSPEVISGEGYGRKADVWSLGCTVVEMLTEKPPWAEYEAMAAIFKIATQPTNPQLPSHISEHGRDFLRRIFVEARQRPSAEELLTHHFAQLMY
# CRFBP-R2 block: CRF-BP/CRF-R2 complex antagonism; HEK293 CRF-R2/CRF-BP, CRF-induced calcium fluorescence; inhibition, % at 11.8 µM; 0.59% of 350,000 active; AID 588475;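 active = inhibition of the ligand-induced calcium signal above about 50% at the single tested concentration, limit read from the data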
# MEKK2 WT-MEK5: raises or lowers MEK5 binding to wildtype human MEKK2 PB1 domain. bead flow cytometry, Alexa488-MEK5 binding to MEKK2 WT; actives lie on both sides. binding response (% of control), % at 10 µM. 1.1% of 290,000 active. AID 1531; in the data active = binding response below about 67% or above about 130%
# NS3 helicase inh: HCV NS3 helicase inhibition; 0.56% of 290,000 active; NS3 helicase DNA unwinding, Cy5 molecular beacon fluorescence; inhibition, % at 10.9 µM; AID 1800;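 active = inhibition above the mean of all tested compounds plus 3 SD, set per campaign, cut at about 35% in these data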;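 note: 0% = DMSO wells and 100% = thioflavine S control wells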
#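 System: NS3 helicase fragment of HCV / Schedule: 1 h at 25 °C / Control set: DMSO alone as 0% and 110 µM thioflavine S as 100% / Reagent: Cy5/quencher beacon DNA duplex and ATP to start / Technique: Cy5 fluorescence / Replication: singlicate / Evaluation: % inhibition of end-to-start signal ratio versus controls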
# GalR3 antagonist: blocks the human galanin receptor 3 | O60755 | HEK293 GalR3-CNG cAMP membrane potential fluorescence; galR3 body fused to GalR1 C-terminus | inhibition, % at 3 µM | 0.44% of 360,000 active | AID 651719;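 active = inhibition above the screen-wide average plus 3 SD, cut at about 13% in these data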;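 note: forskolin and galanin both at EC90 stimulate the cells; cAMP rise reported by CNG channel membrane potential dye signal; 0% = forskolin plus galanin with DMSO and 100% = forskolin alone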
# MEKK2mut PB1 HTS: signal of MEK5 binding to mutant human MEKK2 PB1 domain; bead flow cytometry, Alexa488-MEK5 binding to MEKK2 mutant; AID 1530; percent response, % at 10 µM; 0.35% of 290,000 active; in the data active = percent response above about 24%, passing the limit was not always enough; note: inactives centre near 1; some results filed as inactive read as strong as hits
# The depositor's hits bear a star; / = no result given. The list is partial, so the mix of outcomes need not match the whole.
# Under each structure – MEKK3 PB1 HTS	CRFBP-R2 agonist	MEKK2mut PB1 HTS	CRFBP-R2 block	GalR3 antagonist	UBC9 SUMO inh	MEKK2 WT-MEK5	NS3 helicase inh	DNA FID counter
> CC(C)c1ccc(Nc2nnc(SCC(=O)Nc3ncc(S(=O)(=O)c4ccc([N+](=O)[O-])cc4)s3)s2)cc1
    96	-0.1	-11	10	-10	21	89	3	0
> CCOC(=O)c1ccc(N=c2scc(C)n2CC)cc1
    103	1.1	1	30	-7	3	104	17	-8
> Cc1ccc(NC(=O)C2(NC(=O)c3cccc(N4C(=O)CSC4c4ccccc4)c3)CCCCC2)cc1 (centres undefined)
    109	1.7	4	-12	-5	-1	102	-14	-34
> COc1cccc(OCCCCCCN2CCOCC2)c1
    94	5.9	-3	12	-4	-1	99	3	1
> CN(C)CCCN(C(=O)c1ccc(C(=O)c2ccccc2)cc1)c1nc2ccc(F)cc2s1
    107	-1.1	14	-40	-4	-4	174*	-34	32
> Cc1ccc(-c2n[nH]c(=S)n2/N=C/c2ccc(C)o2)cc1
    151*	-0.1	1	2	-1	-2	111	-2	-9
> Cc1nn2c(-c3ccccc3)nnc2c2ccccc12
    96	-5.7	-4	-10	-6	1	96	-3	-12
> Cc1cc2ccccn2c1C(=O)c1ccc(Cl)cc1
    105	3.0	4	10	-9	-8	101	9	-5
> COC(=O)c1cc(N=Nc2c(C)[nH]c3ccccc23)cc(C(=O)OC)c1
    95	0.1	-15	5	-6	28	95	13	1
> O=S(=O)(c1ccccc1)c1cnn(-c2ccccc2)c1-c1ccc(Cl)cc1
    103	3.2	-5	10	-3	-23	96	-1	-11
> Cc1n[nH]c(C)c1CCCCOc1ccc([N+](=O)[O-])cc1
    109	0.9	9	16	-2	22	110	15	-7
> CCN(CC)c1ccc(NC(=O)CSc2nc3ccccc3c(=O)n2-c2cc(S(=O)(=O)N(C)C)ccc2C)cc1
    98	-5.0	-2	44	-2	9	98	-13	5
> CCN(CC)CCNC(=O)c1ccc(NC(=O)c2c(C)nn(-c3ccc(F)cc3)c2Cl)cc1
    103	1.1	6	-10	-9	14	116	-22	14
> COc1cccc(NC(=O)c2ccc3c(c2)N(C)CCS3)c1
    103	0.5	-1	-6	/	22	101	-4	-16
> Cc1ccc2nc(N/N=C/c3ccccc3F)nc(-c3ccccc3)c2c1
    105	-1.4	11	-64	1	0	103	-13	-9
> O=c1o[nH]c(-c2ccccc2)c1C=Nc1ccc(Cl)cc1
    102	-0.9	-1	-7	-2	-2	99	9	-2
> CSc1ccc(S(=O)(=O)NC2CC3CCC2C3)cc1 (centres undefined)
    95	-0.6	-1	-3	-5	4	93	-3	-19
> O=C(N/N=C/c1cccc2nccnc12)c1ccncc1
    97	-0.9	-4	0	2	-8	92	5	2
> CC(=O)Nc1ccc(/C=C/c2noc(-c3ccccc3O)n2)cc1
    106	3.4	0	-5	/	31	104	-12	-10
> O=C(O)C1C2C=CC(C2)C1C(=O)NCc1ccccc1F (centres undefined)
    107	-0.7	9	-3	-4	-1	105	1	-1
> Cc1sc2nc(CN(C(=O)c3cccs3)C3CCCC3)[nH]c(=O)c2c1C
    100	1.4	2	-16	-3	5	100	3	-4
> COCC(C)NC(=O)c1cc2c(ccc3ccccc32)oc1=O (centres undefined)
    106	-1.6	4	5	1	26	102	0	-16
> COc1cc(/C=N/Nc2ccccn2)cc(OC)c1O
    99	-5.7	-3	5	-3	0	91	-1	0
> Cc1cc(C)c(S(=O)(=O)c2ccccc2C(C)C)c(=O)[nH]1
    101	-1.2	2	-9	-9	6	102	-3	-8
> O=C(CSc1nc2ccsc2c(=O)n1CC1CCC(C(=O)O)CC1)NCCc1ccc(Cl)cc1 (centres undefined)
    94	-0.4	-5	12	1	11	91	3	-53
> Cn1cc(CNC(=O)/C=C/c2ccc(Cl)cc2)cn1
    97	-1.2	-1	17	0	7	99	4	-3
> Cc1cc(C)n(-c2cc(N3CCN(C(=O)c4cccc(F)c4)CC3)ccc2[N+](=O)[O-])n1
    83	-0.5	5	15	-3	-6	88	-2	-44
> COc1ccccc1C(=O)NNC(=O)c1ccccc1[N+](=O)[O-]
    104	-1.6	0	16	-2	14	100	1	-1
> CCOc1ccc(C2/C(=C(\O)c3cccc(OC)c3)C(=O)C(=O)N2c2ccccn2)cc1OC (centres undefined)
    94	-1.3	-5	-6	-5	26	95	4	-42
> CCCCNC(=O)CSc1cc(=O)n(C)c2ccccc12
    95	0.7	2	9	-5	-6	101	-8	-9
> COc1ccccc1-c1nc(C#N)c(N2CCN(Cc3ccccc3)CC2)o1
    101	-0.6	2	-2	1	12	101	-16	-33
> O=C(Nc1ccccc1)N(C1=NCCCCS1)c1cccc2ccccc12
    127*	0.6	4	14	-2	7	116	5	0
> Cc1ccc(C(=O)COC(=O)CNC(=O)CNC(=O)c2ccc(C)cc2)cc1
    99	-1.2	1	-2	-9	-1	101	-4	-16
> CCOC(=O)C1CCN(C(=O)CN(c2ccc(OC)c(OC)c2)S(=O)(=O)c2ccccc2)CC1
    101	-0.1	8	-9	-2	23	101	5	-39
> O=C(NCc1ccc(F)cc1F)Nc1cnccc1C(F)(F)F
    104	-0.9	4	8	-10	13	105	3	-1
> CCOc1ccc(N2C(=O)CSC2=S)cc1
    107	-2.5	7	11	-9	-2	109	-3	2
> CCOc1ccc(-c2n[nH]c(C)c2Oc2ccccc2OC)c(O)c1
    94	-3.4	-1	7	0	-17	94	-26	-13
> CN(C)/C=C/c1oc2ccc(O)cc2c1[N+](=O)[O-]
    105	-2.6	-1	29	2	-4	100	25	2
> COCCNc1nc(N2CCCCC2)c2cnn(C)c2n1
    101	-0.9	0	1	3	3	101	0	-18
> Cc1oc2c(C)c3oc(=O)c(CCC(=O)O)c(C)c3cc2c1-c1ccccc1
    109	-1.7	10	-13	1	-62	107	-25	-27
> CC(=O)N1N=C(c2ccc(C)cc2)OC1c1ccc(C(C)C)cc1 (centres undefined)
    102	-0.1	-3	-11	-4	0	95	0	-7
> O=C(N/N=C/c1ccc[nH]1)c1ccccc1OCc1ccccc1Cl
    99	0.9	-7	6	-3	10	86	6	-22
> CCOc1ccc(-n2c(SCC(=O)NCc3ccco3)nc3ccccc3c2=O)cc1
    99	0.8	-5	-8	-4	17	98	5	-22
> COc1cc(NS(C)(=O)=O)c(OC)cc1NC(=O)c1ccccc1
    98	-0.9	-1	16	-2	4	97	1	-6
> COC(=O)c1c(NS(C)(=O)=O)sc2c1CCCC2
    97	0.6	0	-5	-8	-11	99	5	-5
> CCOC(=O)c1c(/N=C/c2cc(C)ccc2O)sc2c1CCC2
    117	0.3	0	20	-3	15	102	10	-21
> CC(C)(C)C(=O)N1CCC(O)(CS(=O)(=O)Cc2ccccc2Cl)CC1
    99	0.6	0	20	1	22	98	0	-4
> O=C1C2C3C=CC(CC3)C2C(=O)N1c1ccc(Cl)cc1 (centres undefined)
    96	-0.3	-1	3	-8	-5	100	20	-8
> O=C(O)CC/C(=C\c1ccc(N2CCOCC2)c([N+](=O)[O-])c1)c1nc2ccccc2s1
    96	0.7	-2	4	-3	1	100	-9	-34
> NS(=O)(=O)c1ccc(NC(=O)Nc2cccc3ccccc23)cc1
    102	0.1	1	2	-2	40	100	0	-6
> Cc1nn2c3c(cnc2c1-c1ccccc1)C(=O)CCC3
    97	-3.0	-1	13	-2	16	96	4	1
> O=C(Cn1ncc2c([nH]c3ccccc32)c1=O)Nc1ccc(CN2CCCCC2)cc1
    107	-0.8	25*	-8	/	6	147*	-30	20
> CN(Cc1ccco1)C(=O)c1ccc(CNS(=O)(=O)c2ccc3c(c2)C(C)(C)C(=O)N3C)cc1
    97	0.0	0	5	1	11	97	11	-57
> O=C(NNC(=S)Nc1ccccc1)c1cccc(S(=O)(=O)N2CCOCC2)c1
    109	-0.4	0	3	0	7	105	5	-11
> O=C(Nc1cccc(Cl)c1)c1ccc(F)c(S(=O)(=O)N2CCN(c3ccccn3)CC2)c1
    103	-0.2	1	-18	-7	-3	116	-5	4
> CCOC(=O)CC1C(=O)NC2CCCCC2N1C(=O)Nc1ccc(Cl)cc1 (centres undefined)
    102	0.3	3	10	-2	6	100	-4	-2
> COc1ccc(C2CC(c3ccc4ccccc4c3)=NN2C(=O)CNC2CCCCC2)cc1 (centres undefined)
    68	-0.4	-6	-18	-7	5	135	-70	27
> CC(C)(C)c1ccc(C(=O)C2CCCN(C(=O)c3ccccn3)C2)cc1 (centres undefined)
    101	-2.3	1	-4	1	9	104	-12	-45
> O=C(c1ccccc1)[C@H]1[C@H](c2ccccc2)[C@@]2(N=C(c3ccccc3)OC2=O)C2c3ccccc3C=NN21 (some centres undefined)
    109	/	2	/	/	6	101	11	-27
> O=C(Nc1cc2c(cc1Br)OCCCO2)c1cccnc1
    105	-2.0	7	-11	-3	14	109	0	-5

# Look-ups from the entries so far:
# O=C1C2C3C=CC(CC3)C2C(=O)N1c1ccc(Cl)cc1 (centres undefined) – NS3 helicase inh: 20
# O=C(NCc1ccc(F)cc1F)Nc1cnccc1C(F)(F)F – MEKK3 PB1 HTS: 104
# COc1ccccc1-c1nc(C#N)c(N2CCN(Cc3ccccc3)CC2)o1 – DNA FID counter: -33

# Later entries:
# Under each structure – MEKK3 PB1 HTS	CRFBP-R2 agonist	MEKK2mut PB1 HTS	CRFBP-R2 block	GalR3 antagonist	UBC9 SUMO inh	MEKK2 WT-MEK5	NS3 helicase inh	DNA FID counter
> CC(C)(C)c1ccc(-c2n[nH]c(=S)n2C2CCCC2)cc1
    96	2.1	-8	-65	-7	-4	98	1	-46
> O=C(NC1CCCc2ccccc21)C1CCCO1 (centres undefined)
    103	-0.7	7	-9	/	-1	103	-3	-4
> CCCCOc1ccc(N(CC(=O)NC2CCCCC2)C(=O)c2snc(C(N)=O)c2N)cc1
    100	-1.0	2	-20	-9	1	101	4	-18
> O=C(CN1CCOc2ccccc21)NCc1ccc(F)cc1
    113	-0.8	-3	-4	-2	3	102	-6	-2
> COC(=O)c1ccc(/C=C2/SC(=S)N(CCCC(=O)Nc3ccc(O)cc3)C2=O)cc1
    95	4.4	-4	9	5	10	82	11	-14
> COc1ccc(NC(=O)c2ccc3c(=O)n(CC4CCCO4)c(=S)[nH]c3c2)c(OC)c1 (centres undefined)
    103	0.1	-2	-16	-7	13	99	-4	-10
> CCOC(=O)C(NC(=O)CC(C)C)(Nc1cc(C)on1)C(F)(F)F (centres undefined)
    100	-1.3	-2	12	-6	0	99	4	-1
> CC(C)C(=O)OC/C(O)=C(\C#N)c1nc2ccccc2[nH]1
    88	3.3	-11	-20	-2	-12	78	2	-14
> CCC(C)(C)n1nnnc1C(c1cccnc1)N1CCCc2ccccc21 (centres undefined)
    98	0.0	1	-6	-11	-1	94	-4	-36
> COc1ccc(-c2c(C#N)c(N)nc3c2CCCC3)cc1OC
    96	-0.6	1	-16	-4	/	100	1	-2
> CCCC1(CCC)NC(=O)N(CC(=O)Nc2ccccc2OC)C1=O
    101	10	2	-53	-3	1	98	-12	-10
> Cc1cccc2cc3c(N)c(C(=O)Nc4ccc(N5CCOCC5)cc4)sc3nc12
    103	0.5	1	-22	0	-9	102	2	0

# Bioassay records as filed in PubChem BioAssay.
